Screens: PubChem BioAssay, National Center for Advancing Translational Sciences (NCATS)
RGS4 inh – Inhibitors of Regulator of G Protein Signaling (RGS) 4: qHTS. Regulator of G-protein signaling 4 (Homo sapiens), P49798. Transcreener GDP fluorescence polarization, RGS4-accelerated GTP hydrolysis. AID 504845, 2011. Potency, µM (titrated, usually from 114 µM), for the others: top-dose activity change, negative = inhibition, actives largely listed as inhibitors. 390,000 compounds, 0.039% hits; note: potency is the fitted concentration of half-maximal effect; % is set by controls: 0 for no effect and ±100 for the full control effect; nearly all actives have a fitted effect of over 75% in size; some results filed as inactive show a strong effect at the top dose
Target sequence (P49798 whole entry, looked up): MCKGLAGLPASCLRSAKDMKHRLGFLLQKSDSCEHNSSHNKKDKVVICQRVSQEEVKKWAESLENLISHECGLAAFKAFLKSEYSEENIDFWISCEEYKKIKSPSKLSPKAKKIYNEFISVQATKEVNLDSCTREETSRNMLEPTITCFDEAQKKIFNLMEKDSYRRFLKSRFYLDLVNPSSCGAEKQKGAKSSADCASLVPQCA
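MLSMR compounds (23 nl, pin-transferred) preincubated 10 min at room temperature with a 500nM (2x) first reagent, then RGS4 at 900nM (2x) plus Transcreener GDP mix added; fluorescence polarization (620/688 nm) read before and after 90 min at 30 °C.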
LDHA block – qHTS assay for inhibitors of human lactate dehydrogenase; L-lactate dehydrogenase A chain (Homo sapiens), P00338; purified LDHA, NADH/diaphorase-resazurin fluorescence; hits give low values; activity change, % (values are at about 110 or 230 µM); 480,000 compounds, 0.15% hits; AID 1347041, 2019; in the data active = activity change below about -30%; inconclusive = mostly about -25% to -30%;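 note: plate controls were DMSO wells for no effect and wells without enzyme for full effect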
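LDH5 2 nM; NADH 0.06 mM, pyruvate 0.2 mM; 200 mM Tris pH 7.4, EDTA, Tween-20; 5 min RT. Detection: diaphorase 0.133 mg/mL + resazurin 37 µM, fluorescence ex540/em590 at 0 and 20 min; normalized to enzyme-free and DMSO wells.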
12-LOX inh – Primary qHTS assay for inhibitors of human arachidonate 12S-lipoxygenase (ALOX12): Round 2; Polyunsaturated fatty acid lipoxygenase ALOX12 (Homo sapiens), P18054; purified 12hLO, xylenol orange hydroperoxide absorbance; Potency, µM (titrated, usually from 108 µM), inactives show at the highest dose activity change, negative = inhibition, usual class: inhibitors; 580,000 compounds, 1.1% hits; note: potency is the fitted concentration of half-maximal effect; % is set by controls: 0 for no effect and ±100 for the full control effect
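Purified human 12hLO at 150 nM in 25 mM Hepes, 0.01% Triton X-100, pH 7.0, preincubated 15 min at room temperature with compound. Reaction started with 40 uM arachidonic acid, 30 min at room temperature. Hydroperoxide measured by Fe-xylenol orange, 573/405 nm absorbance ratio.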
ERG-DNA inh – qHTS for Small Molecule Inhibitors of the ERG Ets/DNA interaction; Potency, µM (doses to about 76.9 µM), for inactives: top-dose FP activity, negative = inhibition, actives largely listed as inhibitors; fluorescence polarization, His-ERG Ets domain / labelled DNA; Transcriptional regulator ERG (Homo sapiens), P11308; 370,000 compounds, 0.028% hits; active = well fitted inhibition curve with a large enough effect in the polarisation, with a control signal flat; inconclusive = small, poorly fitted or top-dose-only effect, or effect the other way, or a change in a side signal; inactive = no such curve, though single readings can be large or run the other way; the % refers to the polarisation;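 note: polarization taken with two DNA probes labelled with fluorescein and Texas red; potency is the fitted concentration of half-maximal effect; % of control where 0% means no effect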
Target sequence (P11308 whole entry, looked up, the tested form may be a part): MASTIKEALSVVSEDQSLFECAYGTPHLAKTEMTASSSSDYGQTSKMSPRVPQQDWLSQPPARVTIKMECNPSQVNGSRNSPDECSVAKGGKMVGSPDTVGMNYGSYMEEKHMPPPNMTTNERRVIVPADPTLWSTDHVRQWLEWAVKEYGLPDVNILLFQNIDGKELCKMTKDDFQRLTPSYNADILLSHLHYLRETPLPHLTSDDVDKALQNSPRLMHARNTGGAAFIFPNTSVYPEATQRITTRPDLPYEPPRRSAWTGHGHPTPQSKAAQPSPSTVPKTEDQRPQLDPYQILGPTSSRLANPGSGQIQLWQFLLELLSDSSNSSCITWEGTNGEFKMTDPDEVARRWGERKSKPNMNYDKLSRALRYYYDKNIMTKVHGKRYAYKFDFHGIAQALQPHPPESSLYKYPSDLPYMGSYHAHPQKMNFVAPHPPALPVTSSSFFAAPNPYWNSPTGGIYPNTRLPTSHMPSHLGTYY
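His-tagged ERG Ets domain (1 uM in the protein solution; 300mM KCl, 50mM Tris-HCl, 1mM EDTA, 1mM DTT, pH 7.5) received compound, then a probe mix of 5 nM fluorescein-DNA and 100nM Texas-615-DNA. Fluorescence polarization was read for both dyes.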
D2 antag – HTS Assay for Allosteric Antagonists of the Human D2 Dopamine Receptor: Primary Screen for Antagonists. 340,000 compounds, 2% hits. HEK293 TREx D2 cells, calcium flux, dopamine EC80. inhibition, % at 10 µM; in the data active = inhibition above about 30%; note: 0% is about no effect
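Measurement of antagonist activity uses fluorescent calcium dye in inducible HEK293 T-REx D2 cells: 10 s baseline, compound addition with 180 s read, EC80 dopamine addition with a further 180 s read.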
Vif-APOBEC3F blk – qHTS for Inhibitors of Vif-A3F Interactions: qHTS | HeLa A3F-eYFP + Vif (tagged APOBEC3F with the HIV-1 protein that degrades it), YFP fluorescence increase | Potency, µM (titrated, usually from 46.1 µM), for the others: at the highest dose activity, negative = active | 390,000 compounds, 0.2% hits; note: potency is the fitted concentration of half-maximal effect; % of control where 0% means no effect; nearly all actives have a fitted effect of over 65% in size
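Fluorescence increase (Ex 488/Em 500-530) after overnight compound treatment at 37 deg C flags inhibition of Vif-driven A3F-eYFP loss in stable HeLa A3F-eYFP/Vif cells seeded overnight beforehand.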
Glioma ERSR ind – qHTS for Inducers of the Endoplasmic Reticulum Stress Response (ERSR) in Human Glioma: qHTS; U87-MG GRP78 promoter luciferase reporter, 16 h; 420,000 compounds, 0.02% hits; Potency, µM, inactives show at the highest dose activation, usual class: activators; note: potency is the fitted concentration of half-maximal effect; series mostly up to about 76 µM; % of control where 0% means no effect; nearly all actives have a fitted effect of over 35% in size
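Stably transfected U87-MG glioma cells carrying a GRP78-based luciferase sensor; 16 h compound incubation. Luminescence end-point read 10 min after Bright-Glo addition at room temperature.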
Vif-A3G inh – qHTS for Inhibitors of Vif-A3G Interactions: qHTS | DNA dC->dU-editing enzyme APOBEC-3G (Homo sapiens), Q9HC16 | HeLa A3G-eYFP + Vif (tagged APOBEC3G with the HIV-1 protein that degrades it), YFP fluorescence, overnight | Potency, µM (doses to about 46.1 µM), without a hit: top-dose activity, negative = active, actives largely listed as inhibitors | 410,000 compounds, 0.076% hits | AID 602310, 2012;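 note: potency is the fitted concentration of half-maximal effect; % is set by controls: 0 for no effect and ±100 for the full control effect; nearly all actives have a fitted effect of over 60% in size; hits raise eYFP signal because A3G escapes Vif-driven loss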
Target sequence (Q9HC16 whole entry, looked up): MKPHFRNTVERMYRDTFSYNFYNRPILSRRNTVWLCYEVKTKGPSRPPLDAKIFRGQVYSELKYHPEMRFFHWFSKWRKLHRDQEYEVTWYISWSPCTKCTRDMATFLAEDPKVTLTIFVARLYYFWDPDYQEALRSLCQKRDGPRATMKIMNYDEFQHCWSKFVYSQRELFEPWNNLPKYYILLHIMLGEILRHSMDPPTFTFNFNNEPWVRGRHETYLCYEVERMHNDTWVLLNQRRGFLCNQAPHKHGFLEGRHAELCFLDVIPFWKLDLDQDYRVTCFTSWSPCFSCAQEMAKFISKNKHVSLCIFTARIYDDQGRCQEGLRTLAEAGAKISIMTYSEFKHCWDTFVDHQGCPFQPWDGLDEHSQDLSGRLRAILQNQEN
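Read-out is eYFP fluorescence (Ex 488/Em 500-530) from Vif-expressing HeLa A3G-eYFP cells; more signal means A3G escaped Vif-mediated degradation. Cells plated overnight, compound pinned in, incubated overnight at 37 deg C.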
D2 agonist – HTS Assay for Allosteric Agonists of the Human D2 Dopamine Receptor: Primary Screen for Agonists | D(2) dopamine receptor (Homo sapiens), P14416 | HEK293 T-REx D2 cells, calcium flux agonist mode | activation, % at 2 µM | 340,000 compounds, 0.53% hits;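 active = activation over 3 SD above normal in the single-dose calcium agonist read, cut at about 30% in these data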; note: 0% is about no effect
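Tetracycline-induced HEK293 Trex cells with D2 receptor force-coupled to calcium signaling, plated overnight at 30 C and loaded with no-wash calcium dye. Calcium flux read kinetically for 180 s after compound addition; responses flag agonists.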
Active calls of the source: *; u = inconclusive; x = no result given; & = joins results of further samples; [ ] = dose if it differs, or a comment. Unless noted, calls come from the whole dose curve; as a rule, active = well fitted curve in the direction sought with a large enough effect; inconclusive = small, poorly fitted or top-dose-only effect, or another doubt; inactive = no such curve, though single readings can be large; an effect the other way counts as inactive or inconclusive.

SMILES	RGS4 inh	LDHA block	12-LOX inh	ERG-DNA inh	D2 antag	Vif-APOBEC3F blk	Glioma ERSR ind	Vif-A3G inh	D2 agonist
CCCNC(=O)C[C@@H]1C[C@@H]2c3cc(NS(=O)(=O)c4ccc(OC)cc4)ccc3O[C@@H]2[C@@H](CO)O1	x	3	0%	x	x	-20%	-3%	-3%	x
Cc1cc(OCCCSc2nc(-c3ccc(C(C)(C)C)cc3)nc3cc(=O)[nH]n23)ccc1Cl	-47%	0	-2%	-3%	x	4%	-2%	1%	0.3
CC1(C)NC(=O)N(CCOc2cccc(Oc3ccccc3)c2)C1=O	-12%	0	-10%	-9%	-8	-18%	u	0%	0.5
O=C(CCC(=O)N1CCOc2ccccc21)NCCCN1CCN(Cc2ccccc2)CC1	-5%	-1	37%[activator]	14%	28	3%	-1%	-2%	0.5
O=C1CC[C@@H](CN(Cc2ccccn2)Cc2nc(Cc3ccccc3)no2)N1	-14%	-2	-6%	5%	7	2%	1%	-2%	0.4
O=C(CSc1nnc(-c2ccccn2)n1Cc1ccco1)Nc1ccc2c(c1)OCO2	-1%	1	-4%	-5%	-12	4%	-4%	0%	0.1
CCOc1ccccc1OCC(=O)Nc1ccc(N2CCOCC2)cc1N1CCOCC1	3%	-6	-31%	1%	-6	2%	-6%	1%	0.4
Cc1sc2ncn(CC(=O)N3CCCC(C)C3)c(=O)c2c1S(=O)(=O)N1CCCCC1 (stereo not given)	-2%	-1	1%	-12%	-15	1%	-3%	2%	-0.2
O=C1CC(c2ccccc2)CC(O)=C1C=NCc1ccc(Cl)c(Cl)c1 (stereo not given)	-13%	1	445%[activator]	-13%	-22	-23%	-3%	-5%	0.0
CCN(CC(=O)Nc1ccc(OC)cc1)CC(=O)Nc1cccc(C#N)c1	-9%	1	12%	16%	8	-14%	-6%	-4%	0.0
Cc1ccc(NS(=O)(=O)c2ccc3c(c2)CC(=O)N3)cc1C	1%	-4&-9	u	0%	10	-1%	-4%	3%	0.4
Cc1ccc(S(=O)(=O)N/N=C\c2cc([N+](=O)[O-])ccc2Cl)cc1	-21%	-4	-22%	x	x	0%	-7%	-25%	x
Cc1ccc(S(=O)(=O)N2CCOCC2)cc1NC(=O)Cn1c(=O)ccn(Cc2ccccc2)c1=O	-2%	-17	123%[activator]	-6%	x	-19%	-4%	-1%	x
Cc1ccc(S(=O)(=O)NN=Cc2ccco2)cc1	x	-3	-26%	x	x	8%	3%	2%	x
CCN1C(=O)[C@H]2[C@@H](c3ccc(C(F)(F)F)cc3)N[C@]3(CCCN(Cc4ccc(C)cc4)C3=O)[C@H]2C1=O	x	1	u	x	x	-9%	-4%	6%	x
COc1ccc(NC(=O)CN(C)C(=O)c2ccc(NS(=O)(=O)c3cccc([N+](=O)[O-])c3)cc2)cc1	7%	-11	3%	3%	-4	-4%	2%	1%	0.3
O=C(NCc1cccnc1)c1cc(Sc2ccccc2Cl)nc2ccccc12	-10%	0	15%	1%	2	14%	-6%	1%	-1.0
CCOc1ccc(C2=CC(c3ccccc3)n3ncnc3N2)cc1 (stereo not given)	-12%	-1	x	12%	x	2%	-4%	3%	x
COc1cc(/C=C/C(=O)O)cc(OC)c1OC	-1%	-2	2%	-8%	-1	4%	-4%&-3%	-2%	-1.2
COc1ccc(CC(=O)Nc2ccc3c(c2)OC2(CCCC2)O3)c(OC)c1	x	3	-17%	x	x	1%	-1%	-4%	x
CCn1c(COc2ccccc2)nnc1SCC(=O)c1cccc([N+](=O)[O-])c1	-19%	-6	-10%	x	6	-10%	-3%	-1%	0.3
Cc1cc(=O)[nH]c(SCC(=O)N2CCCCC2)n1	22%	-4	0%	0%	-11	4%	-2%	1%	0.6
CCN(CC)C(=S)Sc1c(-c2ccccc2)c2cc(Cl)ccc2[nH]c1=O	u	-3	0%	-6%	22	0%	-4%	0%	-0.3
COc1ccccc1CNC(=S)Nc1cc(C)ccc1C	-2%	-6	u	16%	-12	u	3%	-3%	-0.3
CCOC(=O)CN1C(=O)C(O)(CC(=O)c2cccc(OC)c2)c2ccccc21 (stereo not given)	-20%	-8	0%	-3%	5	-7%	-1%	2%	0.0

2 of these compounds, set out differently:
smiles | RGS4 inh | LDHA block | 12-LOX inh | ERG-DNA inh | D2 antag | Vif-APOBEC3F blk | Glioma ERSR ind | Vif-A3G inh | D2 agonist
Cc1ccc(S(=O)(=O)NN=Cc2ccco2)cc1 | x | -3 | -26% | x | x | 8% | 3% | 2% | x
Cc1sc2ncn(CC(=O)N3CCCC(C)C3)c(=O)c2c1S(=O)(=O)N1CCCCC1 (stereo not given) | -2% | -1 | 1% | -12% | -15 | 1% | -3% | 2% | -0.2

(more compounds)
SMILES	RGS4 inh	LDHA block	12-LOX inh	ERG-DNA inh	D2 antag	Vif-APOBEC3F blk	Glioma ERSR ind	Vif-A3G inh	D2 agonist
CCOc1ccc(N(CC(=O)Nc2cccc(OC)c2)S(=O)(=O)c2c(C)noc2C)cc1	-3%	-2	-1%	-3%	6	4%	-4%	2%	-0.6
O=C(NC1CC1)c1ccc(NS(=O)(=O)c2ccccc2)cc1	5%	-2	41%[activator]	6%	4	-7%	0%	-2%	-0.1
CC(=O)c1cc(NC(=O)c2ccccc2)c(=O)oc1C	u	-7	2%	3%[15.4 µM]	-1	-9%	4%	-3%	0.4
C[C@@H]1CC(=O)[C@H]2CC(CO)=CCC[C@@H]2[C@@]1(C)CC/C(=C/CO)CO	-13%	-8	11%	2%	8	1%	-3%	-2%	0.3
COc1cccc(NC(=O)Cn2cnc3sc(C)c(S(=O)(=O)N4CCCCC4)c3c2=O)c1	7%	-7	8%	-12%	-4	3%	-1%	3%	-0.2
CCSCc1nnc(SCC(=O)Nc2cccc(SC)c2)n1C	-4%	-5	117%[activator]	-2%	25	-10%	-4%	-3%	-0.6
CC(=O)Oc1cccc(C(=O)Nc2ccc3c(c2)C(=O)N(CC2CCCO2)C3=O)c1 (stereo not given)	-26%	-6	16%	0%	17	-3%	-4%	0%	0.9
COc1ccc(-c2csc(N(CCCN3CCOCC3)C(=O)c3ccco3)n2)cc1	11%	4	u	5%	6	-1%	-4%	-20%	0.6
CCOc1cc(C(=O)Nn2cnnc2)cc(OCC)c1OCC	-4%	-9	10%	4%	-32	-1%	-1%	4%	1.2
COC(=O)c1cccc(COC(=O)c2cc3ccccc3oc2=O)c1	-18%	-4	10%	-3%	4	1%	3%	2%	-2.5
COc1cc(-c2noc(-c3cc(C(C)C)[nH]n3)n2)cc(OC)c1OC	12%	-2	-22%	4%	x	-2%	-2%	-4%	x
Cc1cc(C)cc(NS(=O)(=O)c2ccc3[nH]cc(C(=O)N(C)Cc4ccccc4)c(=O)c3c2)c1	-6%	3	u	-2%	x	3%	-5%	-24%	8.9
COC(=O)c1[nH]c2ccc(C)cc2c1NS(=O)(=O)c1ccc(F)cc1	-19%	-1	0%	1%	-13	-1%	-3%	1%	0.2
COc1ccc(S(=O)(=O)Oc2cc(C(=S)N3CCOCC3)ccc2OC)cc1	-14%	-15	89%[activator]	-2%	4	1%	-1%	0%	0.3
Cc1nccn1CCC(=O)NC1CC(C)(C)Cc2c1cnn2-c1ccccc1 (stereo not given)	x	-7	6%	x	x	0%	0%	-4%	x
CC(C(=O)C12CC3CC(CC(C3)C1)C2)N1CCOCC1 (stereo not given)	u	-7	0%	6%	-4	-2%	-2%	1%	-0.6
C=CCn1c(O)c(C2=c3ccccc3=NC2=O)c2ccccc21	u	-1	-14%	2%	-4	10%	-9%	-17%	0.8
Cc1ccc(C(=O)CC(C(=O)O)n2cccn2)cc1 (stereo not given)	-1%	2	u	4%	1	-6%	-1%	-1%	0.4
CN1CCN(C2CN(C3CCCCC3)S(=O)(=O)C2)CC1 (stereo not given)	x	-5	-4%	x	x	x	-3%	0%	x
CCOc1cc(S(=O)(=O)NCc2ccccc2)c(OCC)cc1-n1cnnn1	18%	-8	5%	0%	x	-7%	-5%	3%	x
Cc1cccn2c(CNCC3OCCc4ccccc43)c(C(=O)N3CCCCC3)nc12 (stereo not given)	-20%	-1	2%	3%	-13	-4%	-2%	-1%	-1.6
Fc1ccccc1CNC(=S)Nc1ccc(Cl)cc1	3%	-6	u	-5%	3	-9%	0%	-8%	1.9
COC(=O)c1cccc(NC(=O)c2cccs2)c1C	-9%	-1	1%	0%	-3	0%	9%	0%	-0.8
Cc1ccc(-c2nn(-c3ccccc3)cc2C(=O)Nc2ccc(C(=O)O)cc2)cc1	-19%	-5	-5%	2%	-2	8%	3%	0%	-0.4
O=C(NCC1CCCN(C(=O)c2cscn2)C1)c1ccccc1Cl (stereo not given)	19%	-7	9%	-9%	-8	-15%	-1%	2%	-0.5

Only part of the results is shown; count on the stated rates, not on these rows.
